Screens deposited in PubChem by National Center for Advancing Translational Sciences (NCATS).
HCMV inh: qHTS Assay for inhibitors of the human cytomegalovirus (HCMV); 410,000 tested, 4.5% active; AID 1259415, 2018; activity change, negative = inhibition, % at 57.5 µM; HFF cells, HCMV-luciferase reporter, 72 h; active compounds read low; in the data active = activity change below about -60%; inconclusive = no clear call, values can overlap the other calls; inactive = above about -39%
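Cell-based, HFFs, 1000 cells/well, 16 h 37C; cpds in DMSO + HCMV-luc, MOI 1 PFU/cell; 72 h 37C; OneGlo luminescence after 5 min RT; norm. to buffer vs Salinomycin 10uM.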
HCV inh: qHTS Assay for Inhibitors of Hepatitis C Virus (HCV). Huh7.5.1 HCVcc-Cre infection, luciferase reporter, 44 h. 340,000 tested, 3.4% active. Potency, µM (titrated, usually from 41.8 µM), for the others: at the top dose activity change, negative = inhibition, hits mostly inhibitors; note: potency is the fitted concentration of half-maximal effect
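Infectious HCVcc-Cre (~0.5 moi) was added to cells just after compound, with cells seeded 4 h earlier at 1,000 per well. Luciferase activity after 44 h culture reported infection; substrate was incubated 15 min at room temperature before reading.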
AMA1-RON2 inh: qHTS for Inhibitors of AMA1-RON; Towards Development of Antimalarial Drug Lead: Primary Screen. 360,000 tested, 0.2% active. Plasmodium falciparum AMA1 (3D7) - RON2 peptide interaction. AlphaScreen AMA1-biotinylated RON2 peptide binding. Potency, µM (top dose mostly 58.2 µM), without a hit: top-dose activity change, negative = inhibition, hits mostly inhibitors. AID 720542, 2013;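 note: potency is the fitted concentration of half-maximal effect; 0% = vehicle wells and -100% = peptide control; nearly all actives have a fitted effect of over 45% in size; some results filed as inactive show a strong effect at the top dose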
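AMA1 (3D7) with his tag at 25 nM final met compounds first, then biotinylated RON2 peptide at 25 nM; detection used donor plus acceptor beads, 10 µg/mL apiece, read by AlphaScreen after 30 min at room temperature.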
AmpC detergent: qHTS Inhibitors of AmpC Beta-Lactamase (assay with detergent) | Potency, µM (top dose mostly 114 µM), without a hit: at the top dose activity change, negative = inhibition, hits mostly inhibitors | P00811 | AmpC hydrolysis of nitrocefin, absorbance 480 nm, 0.01% Triton | 370,000 tested, 0.041% active | AID 485294, 2010;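 note: potency is the fitted concentration of half-maximal effect; 0% = no-compound wells and -100% = no-enzyme wells; nearly all actives have a fitted effect of over 25% in size; some results filed as inactive show a strong effect at the top dose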
Target sequence (P00811 whole entry, looked up): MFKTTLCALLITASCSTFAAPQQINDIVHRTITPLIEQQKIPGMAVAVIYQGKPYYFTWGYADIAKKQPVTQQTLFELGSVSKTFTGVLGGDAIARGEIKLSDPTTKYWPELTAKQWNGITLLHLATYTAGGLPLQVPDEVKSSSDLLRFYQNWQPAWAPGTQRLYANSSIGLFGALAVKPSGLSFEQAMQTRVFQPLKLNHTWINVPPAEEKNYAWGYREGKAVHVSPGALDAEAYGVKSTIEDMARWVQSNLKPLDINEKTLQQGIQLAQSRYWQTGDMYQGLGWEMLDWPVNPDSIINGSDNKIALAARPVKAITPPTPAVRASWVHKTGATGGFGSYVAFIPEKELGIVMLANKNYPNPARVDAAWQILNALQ
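20 mM phosphate pH 7.0 + 0.01% (detergent screen) or 0.0001% Triton X-100; 5.3 nM AmpC reagent; cpd preinc 15 min RT; nitrocefin (800 uM stock) to start; A480 q20 s × 4 min; Activity was normalised to no-enzyme and no-compound control wells.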
Sm TGR block: qHTS Assay for the Inhibitors of Schistosoma Mansoni Peroxiredoxins; Schistosoma mansoni thioredoxin glutathione reductase (TGR), Q962Y6; purified TGR, DTNB reduction, TNB absorbance 405 nm; Potency, µM (series often up to 114 µM), for the others: at the highest dose activity change, negative = inhibition, hits mostly inhibitors; 360,000 tested, 3% active; note: potency is the fitted concentration of half-maximal effect; nearly all actives have a fitted effect of over 60% in size
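TGR 20 nM + NADPH 100 uM (dispensed conc.), cpd preinc 15 min RT; start with NADPH (500 uM addition) then DTNB (15 mM addition). Kinetic TNB absorbance, 405 nm filter. Four-parameter Hill fit across titration.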
Giardia FBPA inh: qHTS Assay for Inhibitors of Fructose-1,6-bisphosphate Aldolase from Giardia Lamblia | A8B2U2 | purified Giardia FBPA | Potency, µM (titrated, usually from 59.6 µM), without a hit: at the highest dose activity, negative = inhibition, actives largely listed as inhibitors | 290,000 tested, 0.71% active | AID 2451, 2010; note: potency is the fitted concentration of half-maximal effect; nearly all actives have a fitted effect of over 55% in size
Target sequence (A8B2U2 whole entry, looked up): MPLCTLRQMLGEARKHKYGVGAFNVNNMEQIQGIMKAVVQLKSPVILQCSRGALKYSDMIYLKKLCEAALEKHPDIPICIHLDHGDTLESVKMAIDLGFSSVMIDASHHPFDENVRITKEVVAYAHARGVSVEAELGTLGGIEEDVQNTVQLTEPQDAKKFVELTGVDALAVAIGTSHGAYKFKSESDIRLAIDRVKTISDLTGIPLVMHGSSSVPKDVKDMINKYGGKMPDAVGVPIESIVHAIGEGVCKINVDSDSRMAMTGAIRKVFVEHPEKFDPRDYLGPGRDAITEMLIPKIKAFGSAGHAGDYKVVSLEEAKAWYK
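40 nM FBPA preincubated 10 min at RT with compound (up to 57.5 uM final), then substrate plus GAPDH/TPI/NAD/arsenate coupling and diaphorase/resazurin added. Fluorescence read after 20 min at RT, 525/598 nm.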
An asterisk follows results filed as active; ? = inconclusive; / = no result given; & = joins results of further samples; [ ] = dose if it differs, or a comment. Unless noted, calls come from the whole dose curve; as a rule, active = well fitted curve in the direction sought with a large enough effect; inconclusive = small, poorly fitted or top-dose-only effect, or another doubt; inactive = no such curve, though single readings can be large; an effect the other way counts as inactive or inconclusive. Unless noted, % is set by controls: 0 for no effect and ±100 for the full control effect.

Structure | HCMV inh | HCV inh | AMA1-RON2 inh | AmpC detergent | Sm TGR block | Giardia FBPA inh
O=C(CCCc1c[nH]c2ccccc12)N1CCN(c2ccc(N3CCOCC3)nn2)CC1 | -25.2 | -2.5% | -4.8% | -14.8% | -7.7% | -23.9%
COc1ccccc1OCCNC(=O)C1CC(=O)N(c2cccc(SC)c2)C1 (configuration not stated) | -19.9 | 13.5% | -2.6% | 3.3% | 1.7% | /
COc1cccc(NC(=O)c2oc3ccccc3c2NC(C)=O)c1 | 95.5 | ? | 4.8% | -2.9% | -4.7% | 1.6%
O=C1c2ccccc2NC(c2ccc(O)c(O)c2)N1c1ccccc1Cl (configuration not stated) | 35.8 | 3.1% | 54.0%[activator] | 0.5% | -15.6% | -20.1%
CC/C(O)=N\S(=O)(=O)c1ccc(N=NN(C)C)cc1 | -11.0 | ? | -2.3% | -9.1% | 9.4% | 5.8%
O/N=C/c1ccccc1Oc1ccccc1 | ? | 8.0% | -0.5% | 0.8% | -1.1% | 2.4%
COc1ccc(C)c2sc(=NC(=O)c3ccccc3)n(C)c12 | 168.1 | ? | -5.8% | -16.2% | 5.3% | -1.2%
CN(C)c1nc2c(c(=O)[nH]c(=O)n2C)n1Cc1ccccc1Br | 145.1 | 18.7% | 10.0% | -4.8% | 5.0% | 3.7%
O=C(NC(=S)Nc1ccccc1Br)C1CCC1 | -3.1 | ? | -8.1% | -6.6% | 4.3% | 5.6%
Cc1ccc(NC(=O)C/C(N)=N/OC(=O)Nc2ccc(C)c(Cl)c2)cc1 | -8.8 | 2.1% | 8.0% | -4.0% | 2.0% | /

Reformatted with values under each structure: 2 of the compounds above
Below each compound – HCMV inh | HCV inh | AMA1-RON2 inh | AmpC detergent | Sm TGR block | Giardia FBPA inh
> CC/C(O)=N\S(=O)(=O)c1ccc(N=NN(C)C)cc1
 : -11.0 | ? | -2.3% | -9.1% | 9.4% | 5.8%
> O/N=C/c1ccccc1Oc1ccccc1
 : ? | 8.0% | -0.5% | 0.8% | -1.1% | 2.4%

Next section:
Structure | HCMV inh | HCV inh | AMA1-RON2 inh | AmpC detergent | Sm TGR block | Giardia FBPA inh
O=C(Cc1ccccc1[N+](=O)[O-])c1ccc2c(c1)OCO2 | 74.2 | 4.7% | 0.0% | / | / | /
O=P(O)(CN1CCCCCC1)CN1CCCCCC1 | / | 6.8% | / | 0.1% | -15.9% | 1.1%
Cc1ccc2cccc(NC(=O)c3ccc(-c4ccc(Cl)cc4Cl)o3)c2n1 | 5.0 | / | / | -4.7% | 1.2% | /
CCN1CCc2nc3sc(C(=O)c4ccc(F)cc4)c(N)c3cc2C1 | -24.6 | / | / | 9.0% | -0.3% | /
COc1ccc(CCNC(=S)NC(=O)c2ccccc2)cc1OC | -6.9 | -17.6% | 8.8% | 3.3% | 50.1µM* | -1.9%
CN1C(=O)c2ccc(C(=O)Nc3ccc4c(c3)OCO4)cc2C1=O | 34.2 | 12.1% | -3.7% | -2.3% | 7.3% | /
Cc1ccc(/C=C/c2ccc(=O)n(Cc3ccc(Cl)cc3Cl)n2)cc1 | -29.9 | 24.8% | -2.8% | 4.5% | 10.9% | 17.3%
CCOC(=O)/C(C#N)=C1/CCCCCN1C | 30.0 | 9.8% | 9.9% | -15.2% | 0.0% | 3.0%
CC[C@@H](C(=O)[C@@H](C)[C@@H](O)[C@H](C)CCc1ccc(C)c(O)c1C(=O)O)[C@H]1O[C@](CC)([C@H]2CC[C@](O)(CC)[C@H](C)O2)C[C@@H]1C | -99.5* | 1.78µM* | 0.0% | 3.9% | 4.7% | 20.8%
CCOc1ccc(NS(=O)(=O)c2ccc(C(=O)N(C)CC(=O)Nc3cccc(OC)c3)cc2)cc1 | -22.7 | ? | -0.7% | / | / | /
COc1ccc(/C=N/N2CCN(Cc3ccccc3)CC2)cc1 | 3.4 | -16.0% | ? | -17.0% | 7.0% | 0.3%
N#CC1(NC(=O)COC(=O)Cc2n[nH]c(=O)c3ccccc23)CCCCC1 | 13.1 | 12.1% | 0.7% | -7.3% | -2.8% | /
CCCCC(C(=O)OCC(=O)c1ccc(OC)cc1)N1C(=O)c2ccccc2C1=O (configuration not stated) | 19.5 | -29.6% | 6.3% | ? | -11.4% | 2.6%
COc1ccccc1S(=O)(=O)Cc1ccc(C(=O)NCc2ccco2)o1 | -1.7 | 18.6% | 1.0% | -14.3% | -27.4% | -4.7%
COc1cccc2oc(-c3ccco3)cc(=O)c12 | -10.4 | -24.9% | -2.0% | ? | 7.94µM* | -3.5%
Cc1ccc(-c2[nH]nc3c2C(c2cccnc2)C(C#N)=C(N)O3)cc1 (configuration not stated) | ? | 14.8% | -3.5% | 2.7% | 0.0% | -17.9%
Cc1ccc(SCC(=O)OCC(=O)NCc2cccs2)cc1C | -16.9 | 4.3% | 0.9% | -12.0% | -0.8% | /
CC(=O)Nc1ccc(-n2nnnc2SCC(=O)NC2CCCC2)cc1 | 7.6 | -12.8% | -9.7% | ? | 3.2% | 5.1%
CC1Cc2ccccc2N1C(=O)COC(=O)CCc1nc2ccccc2c(=O)[nH]1 (configuration not stated) | 4.5 | 7.0% | 10.3% | 6.4% | 7.1% | -2.9%
CCc1ccc2[nH]c(=O)c(CN(CCO)C(=O)NCc3ccccc3)cc2c1 | -0.2 | 16.1% | 1.4% | -0.5% | -6.1% | 5.7%
Cc1[nH]c2ccccc2c1C(=O)COc1ccccc1F | 9.8 | ? | -8.3% | 2.0% | -9.5% | -4.9%
O=C(CSc1nccn1-c1cccc(Cl)c1)Nc1ccc2c(c1)OCCO2 | -9.0 | -23.5% | ? | -15.9% | -12.9% | -0.7%
O=c1c(Sc2ccccc2)c(C(F)(F)F)[nH]n1-c1ccccc1 | -11.1 | ? | 4.5% | -4.2% | -6.3% | 24.7%
Cc1cccc(C)c1-n1c(=O)n(Cc2ccccc2)c(=O)c2[nH]cnc21 | -20.8 | 28.2% | -19.3% | 3.0% | 11.1% | -19.0%
O=C(Nc1cc(Cl)cc(Cl)c1)N1CCCN(Cc2ccccc2)CC1 | -7.1 | -5.3% | -11.3% | -4.1% | -18.6% | 4.5%
CCOC(=O)[C@H]1[C@H]2COc3cc(OC)ccc3[C@@H]2N2C(=O)N(c3ccc(Br)cc3)C(=O)[C@@]12C | / | -19.8% | -5.5% | ? | 4.3% | -15.2%
O=C(C1=C[C@H](c2ccccc2)C[C@H](OCCCCO)O1)N1CCN(Cc2ccccc2)CC1 | 24.4 | 0.3% | -4.3% | 7.1% | 0.0% | -7.8%
O=C(c1cc(Cl)nc2ccccc12)N(Cc1nnc(-c2ccccc2Cl)o1)C1CC1 | 46.2 | ? | -10.4% | / | / | /
N#C/C(=C(/O)CN1CCN(c2ccccc2F)CC1)c1nc(-c2ccc(Cl)cc2)cs1 | ? | -0.9% | 75.5%[activator] | -13.2% | -6.8% | -2.0%
O=C(CSc1ccccn1)Nc1nonc1[N+](=O)[O-] | 53.6 | 6.8% | 11.2% | -17.2% | 7.08µM* | /
O=C(NN1C(=O)c2ccccc2NC1c1ccc([N+](=O)[O-])o1)c1ccccc1 (configuration not stated) | 18.9 | 3.1% | 3.1% | ? | ? | -15.2%
CC1CCCN(CC(=O)Nc2ccc(S(=O)(=O)NC3CCCCC3)cc2)C1 (configuration not stated) | 19.4 | -16.4% | -1.0% | -9.6% | -23.0% | 8.6%
Cc1nc2cc(NC(=O)c3ccco3)ccc2n1C | 63.1 | 17.5% | 8.8% | 7.0% | -3.4% | /
CCOC(=O)N1CCC(N2C(=O)c3ccccc3C2Nc2ccc3c(C)cc(=O)oc3c2)CC1 (configuration not stated) | 5.8 | 3.6%&0.1% | 0.0% | ? | -8.6% | 17.8%
COc1cc(NC(=O)C2CCCO2)c(C(=O)O)cc1OC (configuration not stated) | 8.9 | 7.1% | -5.6% | ? | 2.1% | -6.2%
Cc1ccc2nc3n(c2c1)CCCN3 | 6.6 | ? | 40.3%[activator] | -4.2% | -6.5% | /
CCCCN(C(C)=O)c1c(N)n(CCC)c(=O)n(CC(=O)Nc2cc(Cl)cc(Cl)c2)c1=O | 13.3 | 0.2% | -10.6% | -0.3% | -3.6% | 2.4%
O=C(NNC(=O)C1CCCC1)c1ccc(F)cc1 | -25.4 | 18.1% | 2.7% | ? | -0.2% | -9.3%
Cc1ccc(C)c(N2CCN(S(=O)(=O)c3cn(C)c(C)n3)CC2)c1 | -16.6 | / | / | 3.8% | -4.4% | /
Cc1ccccc1N(CC(=O)NC1CCCCC1)C(=O)CCCC(=O)Nc1ccccn1 | -5.9 | 4.8% | -4.1% | -6.5% | -4.1% | -4.4%
CC(NC(=O)c1ccc(Cn2cc([N+](=O)[O-])cn2)cc1)c1ccccc1 (configuration not stated) | -5.0 | 10.9% | 25.1% | -11.0% | -0.9% | -0.4%
COc1ccc(OCC2c3cc(OC)c(OC)cc3CCN2C(=O)c2c(F)cccc2F)cc1 (configuration not stated) | -3.8 | / | / | 7.0% | 1.0% | /
Nc1c(-c2nc(-c3cccs3)no2)nnn1-c1ccc(Cl)cc1 | 25.7 | / | / | -6.7% | 3.1% | /
Cc1ccc(N2CC(C(=O)OCC(=O)Nc3ccc(Cl)cc3)CC2=O)cc1 (configuration not stated) | -24.9 | 8.2% | -9.9% | -12.5% | -1.7% | /
O=[N+]([O-])c1ncccc1OCc1ccccc1Br | -26.1 | -29.2% | 2.6% | -3.7% | -2.1% | 7.9%
COC(=O)CN1C(=O)Nc2ccc(C)cc2C1c1ccccc1 (configuration not stated) | -27.3 | -5.5% | -0.8% | 3.1% | 6.7% | 4.1%
COC(=O)C(NC(=O)Nc1ccccc1OC)C(C)C (configuration not stated) | 3.3 | 4.1% | ? | 0.0% | -0.3% | -3.9%
COc1cc(C(=O)NCCSc2c(C)[nH]c3ccccc23)cc(OC)c1OC | 7.8 | / | / | 6.4% | 3.2% | /
CC(C)N1C/C(=C/c2ccsc2)C(=O)/C(=C/c2ccsc2)C1 | -84.6* | ? | -24.2% | -9.8% | -33.7% | -29.5%
CCOC(=O)Cc1csc(NC(=O)Cc2ccccc2[N+](=O)[O-])n1 | 31.7 | -4.0% | 1.1% | 3.8% | 2.4% | -12.4%
NNC(=O)CC1=NNC(=O)C1 | 7.6 | 8.8% | 12.4% | / | / | /
